# High-throughput results from PubChem BioAssay.
# NFkB transloc pot – enhances IL-1B driven NFkB nuclear translocation. activation, % at 2 µM. 94,000 tested, 0.3% active. HUVEC IL-1B NFkB p65 nuclear translocation imaging;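 active means activation above 40%, about the mean plus 3 SD, also judged a hit on visual image review; inconclusive means activation above 40% but not a hit on visual review; inactive means activation not above 40% and no visual hit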;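 further: percent activation is computed from the nuclear over cytoplasmic p65 intensity ratio; values of inactives mirror those of a sister screen read the other way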
# MRP reversal – MRP-mediated drug resistance reversal. differential viability (reversal), % at 10 µM. H69AR cells + 2 uM doxorubicin, CellTiter-Glo, 72 h. 85,000 tested, 0.04% active;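 active means viability drop by adding the cancer drug above about 55%, with treated viability meeting a 40% cutoff, limit read from the data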;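 further: viability without doxorubicin minus viability with 2 µM doxorubicin for each compound; larger differential means the compound sensitizes cells more to doxorubicin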
# NFkB transloc inh – blocks IL-1B driven NFkB nuclear translocation in HUVEC cells | HUVEC IL-1B NFkB p65 nuclear translocation imaging | inhibition, % at 2 µM | 94,000 tested, 0.43% active | AID 796;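 active means inhibition above about 30% together with a positive call from visual inspection of the well image, limit read from the data; inconclusive means inhibition above a set limit but visual check negative; inactive means inhibition not above a set limit, visual check negative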;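 further: nuclear over cytoplasmic p65 intensity ratio measured by imaging; 0% = IL-1B stimulated DMSO wells and 100% = unstimulated DMSO wells; values of inactives mirror those of a sister screen read the other way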
# PLAP inhibition – PLAP enzyme inhibitors, biochemical, luminescence, HTS (AID 690); purified PLAP, luminescent substrate; higher % means a stronger effect; inhibition, % at 20 µM, or IC50 in µM where a hit was titrated; 96,000 tested, 0.08% active; in the data active means a potency from the dose series; inactive means the rest, 99 in 100 with inhibition below about 30%; further: strong numbers were not always called active
# Bcl-B TR3 displacers – displacers of TR3 peptide from Bcl-B, primary screen, selectivity assay for Bfl-1 inhibitor project, biochemical, fluorescence polarization. FP displacement of FITC-TR3 peptide from Bcl-B; higher % means a stronger effect. one-dose displacement, % at 20 µM; IC50 in µM for titrated hits. 96,000 tested, 0.11% active. AID 748;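 active means displacement above 50% at 20 µM plus a fluorescence interference ratio under 1.5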;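 further: plate controls were wells without compound for no effect and wells lacking Bcl-B protein for full effect; a part of the inactive calls stands beside numbers as strong as those of hits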
# MRP reversal cytotoxicity – further read-out of MRP reversal, marked with its call; viability, %; H69AR cells, CellTiter-Glo, 72 h; measured here: cytotoxicity without doxorubicin
# MRP reversal with doxorubicin – second read-out of MRP reversal, no call of its own (marks repeat the call); viability, %; measured here: viability with 2 uM doxorubicin; hits give low values
# NFkB transloc inh cell count 2 µM – second read-out of NFkB transloc inh, no call of its own (marks repeat the call); cell count; measured here: cells passing quality filter;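 raw number of nuclei counted in each imaged well without normalization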
# NFkB transloc pot cell count 2 µM – recorded beside NFkB transloc pot, whose call it bears; cell count; measured here: cells passing quality filter
# * = called active by the depositor; ? = inconclusive; / = not tested or not shown.
no.	Molecule	Bcl-B TR3 displacers	NFkB transloc pot cell count 2 µM	NFkB transloc pot	MRP reversal cytotoxicity	PLAP inhibition	MRP reversal with doxorubicin	MRP reversal	NFkB transloc inh cell count 2 µM	NFkB transloc inh
1	O=C(N(Cc1ccccc1)c1ccccn1)C12CC3CC(CC(C3)C1)C2	9%	164	6	96	-3%	82	13	164	-6
2	c1ccc(CCCNc2ncccn2)cc1	/	87	5	100	/	92	9	87	-5
3	O=C(Nc1ccc2c(c1)OCO2)C1CCN(C(=O)CSc2ncnc3ccccc23)CC1	29%	89	-15	50	-20%	30	20	89	15
4	CC(=O)c1c(C)[nH]c(C(=O)Nc2cc(C)ccc2C)c1C	-15%	195	0	81	1%	91	-10	195	0
5	COC(=O)Cn1cnc2c(C#N)c3n(c2c1=O)CCCCC3	-7%	101	3	101	9%	84	16	101	-3
6	Cc1ccc(C)c(S(=O)(=O)N/N=C2/CCCc3ccccc32)c1	18%	132	30	/	0%	/	/	132	-30
7	COc1ccc(NC(=O)C(CCSC)N2C(=O)c3ccccc3C2=O)cc1 (configuration not stated)	12%	165	9	97	18%	85	12	165	-9
8	CCOC(=O)C1CCCN(C(=O)c2cc3c(=O)n(C)c4ccccc4c3n2C)C1 (configuration not stated)	3%	173	14	72	-27%	75	-3	173	-14
9	CC1(C)CC(=O)c2c(nn(-c3ccccc3)c2-c2ccncc2)C1	/	147	2	49	/	68	-19	147	-2
10	CCOC(=O)c1nn(-c2ccc(C)cc2)cc1O	1%	/	/	98	7%	81	17	/	/
11	CCOc1ccc(C(=O)N2CCN(Cc3ccccc3)CC2)cc1	-8%	70	-10	88	-22%	97	-9	70	10
12	O=C(NC(=S)Nc1nc2c(s1)CSc1ccccc1-2)c1ccccc1	-24%	77	6	51	-77%	51	0	77	-6
13	O=C(Cc1coc(-c2ccc(F)cc2)n1)N1CCOCC1	-9%	/	/	/	-19%	/	/	/	/
14	O=C(NC1CCCC1)C1CC1c1ccccc1 (configuration not stated)	4%	124	-1	/	0%	/	/	124	1
15	CCc1ccccc1NC(=O)CSc1nnc([C@@H](N)Cc2ccccc2)o1	-22%	133	33	93	/	99	-6	133	-33
16	OC(COc1ccc(Cl)cc1)CN1C2=NCCCN2c2ccccc21 (configuration not stated)	0%	179	14	/	-13%	/	/	179	-14
17	Cc1cccc(CSCCNC(=O)CSCc2ccc([N+](=O)[O-])cc2)c1	-7%	119	3	/	12%	/	/	119	-3
18	O=C1OCCC1S(=O)(=O)c1ccc2ccccc2c1 (configuration not stated)	6%	183	4	99	-18%	90	9	183	-4
19	CC1CCC/C(=N/Nc2ccc([N+](=O)[O-])cc2[N+](=O)[O-])C1 (configuration not stated)	10%	186	12	93	21%	78	15	186	-12
20	CCCc1nc2cc(CC(=O)OC)ccc2o1	-5%	138	4	/	-4%	/	/	138	-4
21	COc1ccc(OC)c(C2C(C#N)=C(N)Oc3c2c(C)nn3-c2cccc(Cl)c2)c1 (configuration not stated)	-5%	87	0	69	-23%	68	1	87	0
22	O=C(NCC1CCCO1)c1cc(-c2ccccc2)on1 (configuration not stated)	1%	127	-12	89	-4%	50	39	127	12
23	Cc1ccc(-c2nc3ccccc3o2)cc1NC(=O)Cc1cccs1	-174%	112	3	/	-10%	/	/	112	-3
24	CC(C)CSc1ncnc2c1oc1nc3c(cc12)COC(C)(C)C3	-22%	153	12	64	-27%	70	-6	153	-12
25	Cc1ccc(-n2nnnc2-c2cnn(-c3cccc(F)c3)c2C(F)(F)F)cc1	/	81	-6	97	/	91	6	81	6
26	O=C(C1CCCN(S(=O)(=O)c2cccc3nsnc23)C1)N1CCc2ccccc2C1 (configuration not stated)	-5%	117	28	/	-24%	/	/	117	-28
27	O=C(c1nc2nc(-c3ccccc3)cc(C(F)(F)F)n2n1)N1CCOCC1	-3%	97	-4	98	2%	93	6	97	4
28	COc1cc2[nH]cc(C(=O)NCc3cccs3)c(=O)c2cc1OC	/	146	24	67	/	73	-6	146	-24
29	COc1cccc(NC(=O)Nc2nnc(-c3ccccc3SCc3ccccc3)s2)c1	-11%	195	-4	17	-11%	23	-6	195	4
30	O=c1[nH]c(N2CCOCC2)nc2ncn(Cc3ccccc3)c12	-2%	119	13	90	7%	73	16	119	-13
31	COc1cccc(CNC(=O)C2CCN(S(=O)(=O)c3c(C)nn(C)c3C)CC2)c1	-3%	165	13	89	-58%	84	4	165	-13
32	O=C(CC1CCCC1)OCn1nnc2ccccc2c1=O	3%	/	/	94	12%	88	7	/	/
33	CCO/C=C1\C(=O)N(c2ccccc2)C(=O)c2ccccc21	10%	/	/	96	9%	86	9	/	/
34	C=CCNc1nc(NCCN2CCOCC2)nc(OC)n1	12%	180	1	95	14%	94	2	180	-1
35	CCOC(=O)c1ccc2c(c1)n(CC)c(/C=C/Nc1ccccc1)[n+]2CC	-5%	184	9	/	33%	/	/	184	-10
36	CC(C)(C)SCCNC(=O)c1ccc(NS(C)(=O)=O)cc1	-1%	178	-4	102	-10%	108	-6	178	4
37	CCOC(=O)c1oc2ccc(CNC3CCCCC3)c(Cl)c2c1C	/	109	-18	18	/	43	-25	109	18
38	COc1ccc(CNC(=O)c2cc(-n3cnnc3)ccc2Cl)cc1	0%	79	20	93	1%	68	25	79	-20
39	COC(=O)c1ccccc1NC(=O)CS(=O)(=O)Cc1nc(-c2ccc(C)cc2)oc1C	5%	169	-9	89	-8%	86	3	169	9
40	CC(=O)c1cccc(NC(=O)Nc2cnn(Cc3ccc(Cl)cc3Cl)c2)c1	-2%	53	16	99	14%	74	25	53	-16
41	CSc1nnc(-c2nnc(SC)n2-c2ccccc2)n1-c1ccccc1	6%	87	2	88	-19%	73	15	87	-2
42	COC(=O)Nc1sc(C(=O)N(C)C)c(C)c1C(=O)OC	-8%	143	-11	93	-10%	81	12	143	10
43	Cc1ccccc1-c1ccc(Nc2ccc(C(=O)N3CCOCC3)cc2)nn1	-2%	128	7	91	-62%	91	0	128	-7
44	CC(C)CCn1cnc2c1c(=O)n(C)c(=O)n2C	/	152	11	87	/	68	19	152	-11
45	CNc1sc(C(=O)c2ccccc2F)c(N)c1-c1nc2ccccc2s1	0%	197	5	77	-59%	79	-2	197	-5
46	CC(O)CN1C(=O)C(CC(=O)Nc2ccc(Cl)cc2)SC1=Nc1ccccc1 (configuration not stated)	-10%	61	-5	39	-41%	57	-18	61	4
47	CSCCc1nc(SCC(=O)Nc2nnc(C)s2)[nH]c1C	-5%	138	-3	99	7%	99	0	138	3
48	O=C(N1CCOCC1)N1CCN(c2ccccc2F)CC1	3%	167	-3	73	1%	90	-17	167	2
49	Cc1cc(C)c2cc(CN(CCO)C(c3nnnn3Cc3ccc(F)cc3)C(C)C)c(=O)[nH]c2c1 (configuration not stated)	-25%	210	12	61	-39%	86	-24	210	-12
50	COc1ccc2nc(NC(=O)C3CCN(S(=O)(=O)c4cccc5nsnc45)CC3)sc2c1	-9%	184	10	57	-17%	56	1	184	-10
51	Cc1ccc(-n2c(-c3ccco3)nc3c(cnn3-c3ccc(C)cc3)c2=O)cc1	11%	192	24	54	13%	67	-13	192	-24
52	CCCCC(=O)Nc1ccc2c3c(cccc13)C(=O)N2CC	-12%	169	0	/	-13%	/	/	169	0
53	COc1ccccc1C(=O)Nc1ccc(CN2CCCCC2)cc1	3%	165	-1	95	-18%	93	2	165	1
54	CC(=O)c1cccc(Nc2nc(=O)c3cccnc3s2)c1	-6%	165	3	95	18%	79	16	165	-3
55	O=C(NCCCN1CCCC1)c1ccc(CS(=O)(=O)c2ccc(Br)cc2)o1	-20%	48	-5	98	-38%	92	6	48	5
56	CCC1(C)Cc2ccccc2C(Nc2c(C)n(C)n(-c3ccccc3)c2=O)=N1 (configuration not stated)	11%	170	19	91	-64%	83	8	170	-19
57	O=C(Nc1ccc(S(=O)(=O)N2CCN(Cc3ccccc3)CC2)cc1)c1cnccn1	-17%	/	?	100	-15%	113	-13	161	-54
58	CS(=O)(=O)c1ccc(Cl)c(S(=O)(=O)NCc2ccccc2)c1	-9%	182	1	112	12%	100	12	182	-1
59	CCn1nc(NC(=O)c2ccco2)c2cc3ccccc3nc21	1%	110	2	86	9%	77	8	110	-2
60	Cc1ccccc1S(=O)(=O)c1c(C)cc(C)n(CC(C)C)c1=O	-9%	/	/	64	-2%	80	-16	/	/

# (next part)
no.	Molecule	Bcl-B TR3 displacers	NFkB transloc pot cell count 2 µM	NFkB transloc pot	MRP reversal cytotoxicity	PLAP inhibition	MRP reversal with doxorubicin	MRP reversal	NFkB transloc inh cell count 2 µM	NFkB transloc inh
61	c1ccc(-c2nc(CSc3nnc(-c4cccs4)o3)cs2)cc1	-3%	122	-2	76	/	76	-1	122	2
62	COCc1cc(C)nc2sc(C(=O)NC3CCCCC3)c(N)c12	-3%	113	-4	/	-8%	/	/	113	4
63	CCCCC1CCC(/C(N)=N/O)CC1 (configuration not stated)	1%	115	28	27	4%	45	-18	115	-28
64	Cc1cc(/C=C2\C(=N)N3C(SCc4ccccc4)=NSC3=NC2=O)c(C)n1Cc1ccccc1	-43%	105	-5	51	-46%	68	-16	105	5
65	CC(C)C1C2=C(CC(C)(C)CC2=O)ON1c1ccccc1 (configuration not stated)	-3%	102	10	64	4%	90	-25	102	-10
66	O=C(c1ccc(Br)o1)N1CCN(c2ccccn2)CC1	-2%	108	5	86	2%	94	-9	108	-5
67	Cn1c(=O)c2c(nc(N3CCCC3)n2CC(O)CO)n(C)c1=O (configuration not stated)	-8%	97	2	95	5%	91	4	97	-2
68	O=C(C[n+]1cc2ccccc2c2ccccc21)c1ccccc1	-46%	126	24	/	51%	/	/	126	-24
69	O=C(CCCCCN1C(=O)CCC1=O)NCc1ccccc1	-1%	133	8	77	5%	94	-18	133	-8
70	N#CCCn1c(SCC(=O)c2c[nH]c3ccccc23)nc2ccccc21	0%	123	4	79	21%	83	-4	123	-4

# These rows are one share of the data (hit frequency here may not be typical).
